Screening data deposited in PubChem by National Center for Advancing Translational Sciences (NCATS).
Epigenetic reg: regulators of epigenetic silencing causing reporter derepression in mouse cells; AID 1865; Potency, µM (series often up to 53.9 µM), without a hit: top-dose GFP activation, usual class: activators; murine LDR cells, GFP reporter derepression, 30 h; actives 0.2% (n = 280,000); further: potency means the concentration at half of the fitted maximal effect; % of control where 0% means no effect; nearly all actives have a fitted effect of over 60% in size
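Murine LDR cells bearing a silenced CMV-driven GFP reporter were exposed to compound for 30 h at 37 C. After PBS washes, GFP-positive cells (20-120 um objects) counted by laser-scanning microplate cytometry.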
aGal spleen mod: alpha-galactosidase A (human) modulation; human spleen homogenate, 4MU-alpha-Gal fluorescence, 40 min; actives 0.008% (n = 240,000); P06280; Potency, µM (doses to about 80 µM), for the others: at the highest dose activity change, negative = inhibition, usual class: inhibitors; AID 2107;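 further: potency means the concentration at half of the fitted maximal effect; 0% = enzyme with vehicle and -100% = no enzyme basal signal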
Target sequence (P06280 32-429 limits assumed): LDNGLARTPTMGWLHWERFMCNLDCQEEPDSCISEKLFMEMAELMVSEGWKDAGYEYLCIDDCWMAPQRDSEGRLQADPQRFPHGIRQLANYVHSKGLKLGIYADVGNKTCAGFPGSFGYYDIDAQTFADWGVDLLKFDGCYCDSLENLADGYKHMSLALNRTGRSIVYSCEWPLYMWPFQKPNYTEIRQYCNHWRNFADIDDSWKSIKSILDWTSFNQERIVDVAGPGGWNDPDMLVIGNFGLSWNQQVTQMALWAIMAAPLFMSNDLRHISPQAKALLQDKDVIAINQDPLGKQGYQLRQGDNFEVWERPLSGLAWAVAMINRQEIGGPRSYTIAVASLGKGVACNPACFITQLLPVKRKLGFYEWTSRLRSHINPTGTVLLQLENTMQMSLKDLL
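Human spleen homogenate (1 ug) was the enzyme source, with 4-methylumbelliferyl-alpha-D-galactopyranoside (1 mM final) in pH 5.0 citrate buffer with 0.01% Tween-20. Compounds were titrated; after 40 min at 37C, NaOH/glycine stop, 4-MU fluorescence read; AC50 from Hill fits.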
CBFb-RUNX1 inh: inhibitors of human CBF-beta and RUNX1 interaction; Q01196+Q13951; AID 1477; AlphaScreen CBFb-His/RUNX1-biotin binding, biochemical; 230,000 tested, under 10 active; Potency, µM (titrated, usually from 59.8 µM), inactives show top-dose activity, negative = inhibition, actives largely listed as inhibitors; further: % of control where 0% means no effect
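His-tagged CBF-beta and biotinylated RUNX1 (30 nM each) were premixed 20 min at room temperature, exposed to compound for 15 min, then given nickel-chelate and streptavidin AlphaScreen beads (50 ng each). After 90 min, AlphaScreen signal was read.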
* marks the source's active call; other numbers are inactive results; . = no result given; [ ] = another dose, or the depositor's remark. The call rests on the fitted dose curve; in most records, active means well fitted curve in the direction sought with a large enough effect; inconclusive means small, poorly fitted or top-dose-only effect, or another doubt; inactive means no such curve, though single readings can be large; an effect the other way counts as inactive or inconclusive.

SMILES | Epigenetic reg | aGal spleen mod | CBFb-RUNX1 inh
CC(C)C[C@H](NC(=O)[C@H](CC(C)C)NC(=O)[C@@H](Cc1c[nH]c2ccccc12)NC(=O)[C@H](Cc1ccccc1)NC(=O)[C@@H](Cc1c[nH]c2ccccc12)NC(=O)[C@H](CCC(N)=O)NC(=O)[C@H](CCC(N)=O)NC(=O)[C@@H]1CCCN1C(=O)[C@H](CCCCN)NC(=O)[C@@H]1CCCN1C(=O)[C@H](N)CCCN=C(N)N)C(N)=O | . | 7% | 15%
O=C(O)c1ccc(S(=O)(=O)N[C@H](Cc2ccc([N+](=O)[O-])cc2)C(=O)O)cc1 | . | -16% | 0%
O=C(CO)C(O)C(O)C(O)CO (stereo unspecified) | . | -5% | 25%
CCC(C)C(NC(=O)C(Cc1ccc(O)cc1)NC(=O)C(N)C(C)C)C(=O)NC(Cc1cnc[nH]1)C(=O)N1CCCC1C(=O)NC(Cc1ccccc1)C(=O)O (stereo unspecified) | . | -5% | 18%
C/C=C\C1=C(CO)C(=O)[C@@H]2OC2C1=O (stereo partly specified) | 0.0%[10.1 µM] | -18%[17.5 µM] | .

Copied from the entries so far, 2 compounds:
SMILES | Epigenetic reg | aGal spleen mod | CBFb-RUNX1 inh
CCC(C)C(NC(=O)C(Cc1ccc(O)cc1)NC(=O)C(N)C(C)C)C(=O)NC(Cc1cnc[nH]1)C(=O)N1CCCC1C(=O)NC(Cc1ccccc1)C(=O)O (stereo unspecified) | . | -5% | 18%
C/C=C\C1=C(CO)C(=O)[C@@H]2OC2C1=O (stereo partly specified) | 0.0%[10.1 µM] | -18%[17.5 µM] | .

Structures from the list above that contain a COOH group:
SMILES | Epigenetic reg | aGal spleen mod | CBFb-RUNX1 inh
O=C(O)c1ccc(S(=O)(=O)N[C@H](Cc2ccc([N+](=O)[O-])cc2)C(=O)O)cc1 | . | -16% | 0%
CCC(C)C(NC(=O)C(Cc1ccc(O)cc1)NC(=O)C(N)C(C)C)C(=O)NC(Cc1cnc[nH]1)C(=O)N1CCCC1C(=O)NC(Cc1ccccc1)C(=O)O (stereo unspecified) | . | -5% | 18%

This is a subset (hit frequency here may not be typical).
